Source: PubChem BioAssay (Broad Institute)
PglD DTNB = C. jejuni PglD acetyltransferase inhibitors, primary screen, biochemical, DTNB colorimetric, single point; purified PglD enzyme, DTNB colorimetric CoA detection; inhibition, % at 12.5 µM; AID 602405, 2012; 360,000 compounds, 0.098% hits; in the data active means inhibition above about 16%, passing the limit was not always enough; inconclusive means no clear call, values can overlap the other calls; further: strong numbers were not always called active
ERAP1 inh = human ERAP1 aminopeptidase inhibitors, primary screen, biochemical, single point, plate reader. Endoplasmic reticulum aminopeptidase 1 (Homo sapiens), Q9NZ08. recombinant ERAP1, Leu-AMC fluorescence, 60 min. inhibition, % at 10.7 µM. 340,000 compounds, 0.15% hits. AID 652197, 2013;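 active means mean replicate inhibition of at least 30%, or all replicates individually reaching that 30% level; inactive means mean below 30% and not every replicate reaching it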;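 further: 0% = neutral control wells and 100% = L-leucinethiol positive control wells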
Target sequence (Q9NZ08 whole entry, looked up): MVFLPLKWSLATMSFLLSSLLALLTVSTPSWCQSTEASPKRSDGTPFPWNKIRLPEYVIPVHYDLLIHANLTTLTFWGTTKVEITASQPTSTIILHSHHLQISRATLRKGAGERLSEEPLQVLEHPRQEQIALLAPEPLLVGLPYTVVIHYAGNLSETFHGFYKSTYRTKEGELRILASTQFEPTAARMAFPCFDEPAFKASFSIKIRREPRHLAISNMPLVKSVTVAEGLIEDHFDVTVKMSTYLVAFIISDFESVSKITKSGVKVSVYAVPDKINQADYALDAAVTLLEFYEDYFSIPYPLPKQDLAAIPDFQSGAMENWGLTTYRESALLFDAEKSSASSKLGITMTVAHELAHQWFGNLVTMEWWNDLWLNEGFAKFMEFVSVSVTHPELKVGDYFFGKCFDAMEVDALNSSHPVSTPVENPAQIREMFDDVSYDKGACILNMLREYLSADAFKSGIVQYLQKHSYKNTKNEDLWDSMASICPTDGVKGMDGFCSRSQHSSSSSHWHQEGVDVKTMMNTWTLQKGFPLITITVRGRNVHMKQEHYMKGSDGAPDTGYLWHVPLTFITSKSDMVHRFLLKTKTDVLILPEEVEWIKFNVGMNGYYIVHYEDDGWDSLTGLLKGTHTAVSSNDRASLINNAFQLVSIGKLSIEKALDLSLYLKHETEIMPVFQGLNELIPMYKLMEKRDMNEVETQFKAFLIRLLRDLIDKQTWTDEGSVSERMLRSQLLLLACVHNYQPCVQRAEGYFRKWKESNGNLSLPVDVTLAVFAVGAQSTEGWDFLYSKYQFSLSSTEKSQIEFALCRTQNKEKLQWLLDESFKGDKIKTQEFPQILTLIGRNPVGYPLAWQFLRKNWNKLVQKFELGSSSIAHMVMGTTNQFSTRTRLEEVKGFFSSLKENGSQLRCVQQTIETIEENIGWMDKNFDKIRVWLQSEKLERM
EWS-Fli inh = EWS/Fli-driven NR0B1 reporter inhibitors, primary screen, A673 cells, NR0B1 luciferase, luminescence, MLPCN library | AID 651661, 2012 | 350,000 compounds, 0.67% hits | inhibition, % at 12.6 µM | viability-normalised;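 active means mean inhibition of at least 50% after viability correction, with every replicate also passing that limit; inconclusive means mean reaches 50% but only one of two replicates passes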;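 further: firefly luciferase signal divided by Alamar Blue viability fluorescence both relative to DMSO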
PAX8 inh HTS = inhibitors of PAX8-driven TPO luciferase reporter, primary screen, RMG-I cells, single concentration; AID 652154, 2013; 360,000 compounds, 1.2% hits; SteadyGlo, 24 h; inhibition, % at 12.6 µM;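 active means mean replicate inhibition at least 60% with every replicate also reaching 60%; inconclusive means only one of the two criteria is met; inactive means mean below 60% and not all replicates reaching 60%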;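 further: luciferase light reporting Pax8 driven TPO promoter activity; plate controls were median of neutral control wells for no effect and mitoxantrone controls for full effect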
PGC1a acetyl inh = inhibitors of PGC1a acetylation signal, primary screen, cell-based, U2OS, AlphaScreen, inhibitor mode | AlphaScreen anti-acetyl-lysine; with virally co-expressed GCN5 acetyltransferase | inhibition, % at 15.6 µM | 350,000 compounds, 0.17% hits;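 active means every replicate shows inhibition of at least 40%; inconclusive means mean inhibition at least 40% but some replicate below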;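 further: 0% = neutral control wells and 100% = positive control wells; some results beyond the cut were filed as inactive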
LGR2 inh = inhibitors of bursicon-induced LGR2 CRE-luciferase signal, primary screen, cell-based, HEK293, CRE-luciferase reporter, bursicon stimulation; Drosophila bursicon receptor LGR2 (rickets); bursicon-stimulated, 4 h; inhibition, % at 9.99 µM; 380,000 compounds, 0.35% hits;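 active means drop in luminescence signal, shown as inhibition above about 50% in the replicate tests, limit read from the data, passing the limit was not always enough; inconclusive means probably only some replicates passing the limit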;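 further: agonist challenge used bursicon conditioned medium at about half maximal strength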
FN deposition inh = inhibitors of fibronectin matrix deposition, primary screen, AH1F cells, Alexa488-fibronectin fluorescence, plate reader | AH1F fibroblasts, overnight | inhibition, % at 12.6 µM | 350,000 compounds, 0.086% hits | AID 743247, 2014;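 active means mean inhibition across replicates of 30% or more, regardless of how many single replicates reach that level; inconclusive means mean under 30% yet at least half of replicates reach 30%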;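 further: positive control wells lacked labelled fibronectin entirely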
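Test system: AH1F fibroblast monolayer depositing Alexa488-labelled fibronectin into matrix. Input: 10000 cells per well. Technique: fluorescence, ex 485 nm, em 525 nm. Buffer or medium: DMEM plus 2% serum, read in PBS. Timing: 1 h cell adhesion before compound, then overnight fibronectin incubation. Compound: single dose, pinned. Read-out basis: inhibition from reduced deposited-fibronectin fluorescence.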
S100A4 inh HTS = inhibitors of S100A4-myosin IIA peptide binding, primary screen, biochemical, fluorescence polarization, TAMRA-MyoIIA peptide; Protein S100-A4 (Homo sapiens), P26447; inhibition, % at 10.7 µM; 360,000 compounds, 0.14% hits; AID 652163, 2013;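 active means mean inhibition of at least 70% across replicates, with every replicate also reaching that level; inconclusive means mean inhibition reaches 70% but some replicates fall short; inactive means mean inhibition below 70%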
Target sequence (P26447 whole entry, looked up): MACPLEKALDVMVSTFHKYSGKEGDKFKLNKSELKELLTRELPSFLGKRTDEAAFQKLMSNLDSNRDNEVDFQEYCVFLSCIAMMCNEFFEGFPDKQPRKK
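Test system: S100A4 monomer protein. Medium: HEPES buffer with Ca2+, pH 7.2. Reagent: fluorescent myosin IIA peptide, 5 nM. Compound dosing: single-point compound testing. Timing: 5 min between mix addition and reading. Benchmarks: DMSO neutral and TFP positive wells.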
* hit, by the source's call; ? = inconclusive; · = not tested or not shown; & = joins results of further samples.

SMILES | PglD DTNB | ERAP1 inh | EWS-Fli inh | PAX8 inh HTS | PGC1a acetyl inh | LGR2 inh | FN deposition inh | S100A4 inh HTS
CCOC(=O)N1CCN(C(=O)C[C@@H]2C[C@@]3(C(=O)OCC)CCCC=C3N(Cc3ccc(Cl)cc3Cl)C2=O)CC1 | · | -1 | 0 | 9 | · | 20 | -10 | 0
O=C(c1ccc(C(=O)N2CCN(c3ccccc3F)CC2)nc1)N1CCN(c2ccccc2F)CC1 | 9 | -2 | 1 | -3 | 1 | 5 | -7 | 12
CC(C)N(Cc1ccccc1)S(=O)(=O)c1n[nH]c(C(C)(C)C)n1 | · | -2 | 10 | -13 | · | 11 | -11 | -10
C[C@@H]1CCCCO[C@H](CN(C)S(C)(=O)=O)[C@@H](C)CN([C@@H](C)CO)C(=O)c2cc(NC(=O)C3CCCCC3)ccc2O1 | 1 | 4 | 3 | -3 | 3 | 6 | · | -18
CCOc1ccc(NC(=O)CSc2nnc(C)n2Cc2ccccc2)cc1 | -11 | · | · | 13 | 6 | · | 10 | ·
CCOc1cc(N2CCOCC2)c(OCC)cc1NC(=O)COc1cccc(Cl)c1 | 3 | 2 | -19 | 12 | · | -8 | 2 | -5
O=C(CC1CC1)N[C@@H]1CC[C@@H](CCNS(=O)(=O)c2ccc(Cl)cc2)O[C@H]1CO | -2 | -3 | 0 | 8 | -17 | 7 | -5 | 8
O=C(c1ccc(S(=O)(=O)Nc2cccc(C(F)(F)F)c2)cc1)N1CCC1 | 0 | 4 | -2 | 12 | · | 19 | 10 | -17
O=C(CCc1ccccc1)NNC(=O)Nc1ccccc1 | · | 5 | -1 | -67 | 3 | -3 | 16 | 2
CC(C)Oc1ccc(C(=O)NC(=S)Nc2ccc(Cl)c(C(=O)O)c2)cc1 | · | · | -10 | -5 | -6 | -7 | -3 | -3
Cc1ccc(S(=O)(=O)NCCC(=O)N(C)Cc2cccs2)cc1 | -1 | -1 | 3 | -9 | · | -16 | -7 | 2
O=C(CN(C(=O)CCC(=O)Nc1nccs1)c1ccccc1F)NCc1ccc(F)cc1 | -1 | -2 | -2 | 1 | 19 | 6 | 12 | -2

Reformatted: results already given.
CCOc1ccc(NC(=O)CSc2nnc(C)n2Cc2ccccc2)cc1
  PglD DTNB: -11
  ERAP1 inh: ·
  EWS-Fli inh: ·
  PAX8 inh HTS: 13
  PGC1a acetyl inh: 6
  LGR2 inh: ·
  FN deposition inh: 10
  S100A4 inh HTS: ·

CCOc1cc(N2CCOCC2)c(OCC)cc1NC(=O)COc1cccc(Cl)c1
  PglD DTNB: 3
  ERAP1 inh: 2
  EWS-Fli inh: -19
  PAX8 inh HTS: 12
  PGC1a acetyl inh: ·
  LGR2 inh: -8
  FN deposition inh: 2
  S100A4 inh HTS: -5

Further results:
SMILES | PglD DTNB | ERAP1 inh | EWS-Fli inh | PAX8 inh HTS | PGC1a acetyl inh | LGR2 inh | FN deposition inh | S100A4 inh HTS
C=C(C(=O)O)C(CCCCCC)C(=O)O (stereo not given) | 11 | 1 | -3 | · | -8 | · | · | -3
Cc1ccc(NC(C)C(=O)N/N=C/c2c[nH]c3ccccc23)cc1 (stereo not given) | · | 6 | 11 | 2 | -1 | 12 | -3 | 0
COc1c2c(c(OC)c3ccccc13)[C@]1(OC2)O[C@H](CCO)C[C@H](O)[C@H]1O | 4 | · | -5 | -19 | -2 | -4 | 4 | -2
C=CCc1ccccc1OCC(=O)O | · | · | 0 | -116 | 5 | 9 | -3 | 1
O[C@@H]1CN(Cc2cccs2)[C@@H](c2ccccc2)C[C@H]1n1cc(C2CC2)nn1 | -2 | 4 | -12 | 13 | · | 3 | -8 | 8
O=C(Nc1cccc(F)c1)NC1CCCc2ccccc21 (stereo not given) | 3 | 2 | 3 | 6 | · | 25 | 4 | -5
CCOC(=O)c1cc(C#N)c(Nc2ccccc2OC)nc1C(F)(F)F | · | 0 | 3 | 1 | · | · | -2 | 5
Cc1cccc(C)c1NC(=O)CN(C)CC(=O)Nc1ccccc1Br | 4 | · | · | -10 | 1 | · | 14 | ·
Cc1ccccc1C(=O)NC(=S)Nc1ncccn1 | 1 | 1 | -29 | -50 | 8 | -13 | -1 | 0
C/C=C/c1ccc([C@H]2[C@@H](CO)N(C(=O)CN(C)C)[C@H]2CNC(=O)CC)cc1 | · | -2 | · | · | · | 17 | -4 | -2
COc1ccc(-c2cc([C@H]3[C@@H]4C=CCC[C@@]4(C)C(=O)N3Cc3ccccc3)ccc2F)cc1OC | 0 | · | -1 | 1 | -8 | -16 | -24 | -1
COc1ccccc1CNC(=O)C[C@H]1CC[C@H](NC(=O)CC2CC2)[C@@H](CO)O1 | -3 | 0 | 6 | -18 | -3 | -11 | -2 | 5
COc1ccc(CCNC(=O)CSc2nnc(-c3cccc(F)c3)o2)cc1OC | 5 | 3 | 2 | · | -3 | 1 | · | -4
Cc1ccc(C(=O)NCC(=O)OCCOc2ccccc2Cl)cc1 | · | 1 | 0 | -47 | 11 | -60 | 11 | 1
CCC(=O)OCCn1c(=O)c2ccccc2c2ccccc2c1=O | · | 0 | -4 | 2 | · | -20 | -2 | -4
CO[C@@H]1CN(C)C(=O)c2cc(NC(C)=O)ccc2OC[C@H](C)N(C(=O)CC2CC2)C[C@H]1C | 3 | -1 | -1 | · | 5 | 14 | -1 | -3
CN(C)C(=O)c1cccc(-c2ccccc2[C@@H]2[C@@H](CO)N(C(=O)C3CCCCC3)[C@H]2C#N)c1 | · | -3 | 5 | 0 | -5 | 2 | -5 | -4
CCC(=O)Nc1ccc(S(=O)(=O)NCC2CCCO2)cc1 (stereo not given) | 2 | · | · | · | 4 | -11 | 0 | ·
C[C@@H]1CN([C@H](C)CO)C(=O)c2cc(C3=CCCC3)cnc2O[C@@H]1CN(C)C(=O)Nc1cccc(F)c1 | 1 | -1 | 4 | 3 | -5 | 3 | -8 | 6
CCCC#Cc1ccc([C@H]2[C@H]3CN(C(=O)NC4CCCC4)CC(=O)N3[C@H]2CO)cc1 | · | 2 | 6 | 29 | 4 | 14 | · | 1
CCCC#Cc1ccc2c(c1)O[C@@H](CN(C)C(=O)c1ccncc1)[C@@H](C)CN([C@@H](C)CO)S2(=O)=O | 1 | -1 | -22 | · | -10 | -10 | · | -6
COc1ccc(OCC(=O)OCC(=O)NC2CCCC2)cc1 | 2 | -1 | 5 | -7 | · | 4 | 1 | -7
CCOc1ccc2nc(SCC(=O)NC3CC3)sc2c1 | 4 | 2 | -12 | -8 | · | -5 | -3 | -1
CC(C)NC[C@@H]1[C@@H](c2ccc(C3=CCCCC3)cc2)[C@H](CO)N1C(=O)NC(C)C | 2 | 0 | 5 | 23 | -24 | -3 | -31 | -11
O=C(NCc1ccc2c(c1)OCO2)C1COc2ccccc2O1 (stereo not given) | -3 | · | · | -60 | -1 | · | -3 | ·
CC(=O)c1cnc2c(-c3ccccc3)c(C)nn2c1C | -2 | 4 | · | -11 | 8 | · | -1 | 2
CO[C@@H]1CN(C)C(=O)c2cc(NC(=O)NC3CCCCC3)ccc2OC[C@@H](C)N(CC2CCOCC2)C[C@H]1C | 0 | -3 | 1 | 3 | -5 | -7 | 12 | 0
O=C(CCc1ccccc1)NNC(=O)c1ccccc1F | · | 0 | 2 | 1 | · | -15 | 2 | 3
O=C(O)CC(c1ccc(Cl)cc1)N1Cc2ccccc2C1=O (stereo not given) | -4 | -5 | 8 | -14 | 1 | -2 | 2 | 3
CC(=O)c1cc(CN2CCN(CCc3ccccc3)C(CCO)C2)cs1 (stereo not given) | · | 2 | -6 | 7 | -4 | -12 | 4 | 2
CO[C@@H]1CN(C)C(=O)c2ccc(NS(C)(=O)=O)cc2OC[C@H](C)N(Cc2cncnc2)C[C@H]1C | 7 | -2 | 16 | · | 3 | -6 | 7 | 16
O=C(COC(=O)CNC(=O)c1ccc(Cl)c([N+](=O)[O-])c1)NNC(=O)c1cccs1 | -2 | 1 | 6 | -5 | -9 | 3 | -2 | -2
CN(C)C(=O)c1ccc(-c2ccc([C@@H]3[C@H]4CN(C(=O)CC5CC5)CC(=O)N4[C@H]3CO)cc2)cc1 | · | -1 | -29 | -18 | ? | -3 | -6 | 3
C[C@@H]1CN([C@@H](C)CO)C(=O)Cc2cc(NC(=O)Cn3cnnn3)ccc2O[C@@H]1CN(C)Cc1ccc(Cl)c(Cl)c1 | -7 | 1 | -8 | -8 | 4 | 1 | -2 | -4
O=C(CN1CCOCC1)N1C[C@@H]2N[C@H](C1)C2c1ccc(/C=C/c2ccccc2)cc1 (stereo not given in full) | · | 2&2 | 9&9 | -66&0 | 4&2 | 26&9 | -9&-5 | -12&0
O=C1/C(=C/c2cccs2)SC(=S)N1c1cccc(O)c1 | · | -5 | -32 | -40 | -8 | -15 | 0 | -4
O=C(CSc1nnc2ccccn12)NNC(=O)c1cccc(Cl)c1 | 2 | 1 | -1 | -11 | 0 | -13 | -5 | 0
CO[C@H](CN(C)C(=O)Nc1ccc(Cl)cc1)[C@@H](C)CN(Cc1ccccc1Cl)[C@@H](C)CO | 2 | -2 | 9 | · | -15 | 4 | -3 | 13
COc1ccc(C(C)=O)cc1CC(=O)Nc1ccccc1-c1ccccc1 | -4 | 3 | -5 | -6 | · | 0 | 4 | -5
Cc1cccc(C)c1NC(=O)C1(C)CN(S(C)(=O)=O)CC(=O)N1C1CC1 (stereo not given) | · | -1 | 5 | 19 | · | -4 | 7 | 1
CCc1ccc(OC2(C)CCN(CCOc3ccc(C)cc3)C2)cc1 (stereo not given) | 5 | 1 | 1 | -5 | · | -5 | · | -7
Cc1ccc(/C(N)=N/OC(=O)C23CC4CC(CC(C4)C2)C3)cc1 | -7 | · | · | -77 | -5 | · | -1 | ·
C[C@@H]1CN([C@@H](C)CO)C(=O)Cc2cc(NC(=O)Nc3ccc(C(F)(F)F)cc3)ccc2O[C@H]1CN(C)Cc1ccc(Oc2ccccc2)cc1 | 0 | · | 6 | 94* | -14 | 11 | · | ·
O=C(CN1CCc2ccccc2C1)Nc1ccc(F)cc1 | 3 | -1 | -2 | -27 | 34 | -4 | 0 | -2
COC(=O)c1cc(C)nc(Sc2ccccc2N)n1 | · | 4 | 8 | -1 | · | -1 | 4 | 1
O=C(O)C1CCCN(CCC=C(c2ccccc2)c2ccccc2)C1 (stereo not given) | -4 | -3 | 4 | -6 | · | 0 | -6 | -2
O=C1N[C@@H](Cc2cnc[nH]2)C(=O)N2CCC[C@@H]12 | 1 | 0 | -10 | -1 | -6 | -8 | -2 | 1
COCCNC(=O)C(c1ccc(C)o1)N(CCOC)C(=O)Cn1nnc2ccccc21 (stereo not given) | · | -1 | 8 | 0 | · | · | -2 | -6
Cc1ccc(C)c(C(=O)N(C)CC(=O)Nc2ccccc2C(F)(F)F)c1 | · | 1 | -2 | 9 | 0 | 1 | · | 3
Cc1cn(S(=O)(=O)c2ccccc2[N+](=O)[O-])cn1 | · | -1 | 0 | -11 | -1 | -9 | -1 | -10
COc1ccc(CC(=O)N/N=C/c2cccs2)cc1OC | 1 | 4 | 3 | 0 | · | -13 | -2 | -2
